Bioassay records: PubChem, several laboratories
SRC3 inh – inhibitors of human steroid receptor coactivator 3 (SRC3); HEK293 GAL4-SRC3 luciferase reporter, luminescence; inhibition, % at 3.6 µM; actives 0.17% (n = 360,000); AID 588352;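 active means inhibition above a per-campaign cutoff, the mean of all compounds plus 3 SD, cut at about 60% in these data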;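 further: 0% = DMSO-treated cells and 100% = gossypol-treated cells at 36 µM; higher means less SRC3-driven luciferase light from the GAL4 reporter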
SRC1 inh – inhibitors of human steroid receptor coactivator 1 (SRC1) | HEK293 GAL4-SRC1 luciferase reporter, luminescence | inhibition, % at 3.6 µM | actives 0.12% (n = 360,000);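 active means inhibition above the campaign mean plus 3 SD, with each screening campaign given its own cutoff, cut at about 60% in these data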;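 further: 0% = DMSO treated cells and 100% = gossypol at 36 µM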
TROY signal inh – TROY signaling inhibition; inhibition, % at 10 µM; Q293 LMP1-TROYcd NF-kB luciferase reporter, 4 h; AID 1347056; actives 0.98% (n = 360,000);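 active means compounds whose plate-normalised and pattern-corrected inhibition of the luciferase reporter signal at the single screening dose is 50% or more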
COUP-TFII inh – inhibitors of human COUP-TFII (NR2F2) | P24468 | inhibition, % at 8.6 µM | actives 0.7% (n = 370,000) | HEK293T NGFI-A luciferase reporter, luminescence;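 active means inhibition above a per-plate cutoff, mean inhibition of test wells between control levels plus 3 SD, cut at about 38% in these data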;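 further: cells cotransfected with COUP-TFII expression vector driving the NGFI-A reporter; 0% = median of COUP-TF2 test wells and 100% = reporter-only cells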
NOD2-RIPK2 inh – NOD2-RIPK2 protein interaction inhibition | O43353 | CHO BLA complementation NOD2-RIPK2, CCF4 ratio | inhibition, % at 4.98 µM | actives 0.38% (n = 360,000); in the data active means inhibition above about 21%;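 further: 0% = vehicle only and 100% = reference blocker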
EBV LMP1 NFkB – reduces LMP1-driven NF-kappaB luciferase signal; LMP1-induced NF-kappaB luciferase reporter cells, luminescence; inhibition, % at 12.5 µM; actives 0.69% (n = 350,000); AID 504558; in the data active means inhibition above about 41%; inconclusive means no clear call, values can overlap the other calls;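 further: 0% = neutral control wells and 100% = reference inhibitor control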
SRC2 inh – inhibits human steroid receptor coactivator 2 | Q15596 | HEK293 GAL4-SRC2 luciferase reporter, luminescence | inhibition, % at 9 µM | actives 0.17% (n = 370,000) | AID 651957;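 active means inhibition above the mean inhibition of all tested compounds plus 3 SD, set per campaign, cut at about 52% in these data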;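 further: 0% = DMSO treated cells and 100% = cells given Gossypol at 36 µM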
Target sequence (Q15596 whole entry, looked up, the tested form may be a part): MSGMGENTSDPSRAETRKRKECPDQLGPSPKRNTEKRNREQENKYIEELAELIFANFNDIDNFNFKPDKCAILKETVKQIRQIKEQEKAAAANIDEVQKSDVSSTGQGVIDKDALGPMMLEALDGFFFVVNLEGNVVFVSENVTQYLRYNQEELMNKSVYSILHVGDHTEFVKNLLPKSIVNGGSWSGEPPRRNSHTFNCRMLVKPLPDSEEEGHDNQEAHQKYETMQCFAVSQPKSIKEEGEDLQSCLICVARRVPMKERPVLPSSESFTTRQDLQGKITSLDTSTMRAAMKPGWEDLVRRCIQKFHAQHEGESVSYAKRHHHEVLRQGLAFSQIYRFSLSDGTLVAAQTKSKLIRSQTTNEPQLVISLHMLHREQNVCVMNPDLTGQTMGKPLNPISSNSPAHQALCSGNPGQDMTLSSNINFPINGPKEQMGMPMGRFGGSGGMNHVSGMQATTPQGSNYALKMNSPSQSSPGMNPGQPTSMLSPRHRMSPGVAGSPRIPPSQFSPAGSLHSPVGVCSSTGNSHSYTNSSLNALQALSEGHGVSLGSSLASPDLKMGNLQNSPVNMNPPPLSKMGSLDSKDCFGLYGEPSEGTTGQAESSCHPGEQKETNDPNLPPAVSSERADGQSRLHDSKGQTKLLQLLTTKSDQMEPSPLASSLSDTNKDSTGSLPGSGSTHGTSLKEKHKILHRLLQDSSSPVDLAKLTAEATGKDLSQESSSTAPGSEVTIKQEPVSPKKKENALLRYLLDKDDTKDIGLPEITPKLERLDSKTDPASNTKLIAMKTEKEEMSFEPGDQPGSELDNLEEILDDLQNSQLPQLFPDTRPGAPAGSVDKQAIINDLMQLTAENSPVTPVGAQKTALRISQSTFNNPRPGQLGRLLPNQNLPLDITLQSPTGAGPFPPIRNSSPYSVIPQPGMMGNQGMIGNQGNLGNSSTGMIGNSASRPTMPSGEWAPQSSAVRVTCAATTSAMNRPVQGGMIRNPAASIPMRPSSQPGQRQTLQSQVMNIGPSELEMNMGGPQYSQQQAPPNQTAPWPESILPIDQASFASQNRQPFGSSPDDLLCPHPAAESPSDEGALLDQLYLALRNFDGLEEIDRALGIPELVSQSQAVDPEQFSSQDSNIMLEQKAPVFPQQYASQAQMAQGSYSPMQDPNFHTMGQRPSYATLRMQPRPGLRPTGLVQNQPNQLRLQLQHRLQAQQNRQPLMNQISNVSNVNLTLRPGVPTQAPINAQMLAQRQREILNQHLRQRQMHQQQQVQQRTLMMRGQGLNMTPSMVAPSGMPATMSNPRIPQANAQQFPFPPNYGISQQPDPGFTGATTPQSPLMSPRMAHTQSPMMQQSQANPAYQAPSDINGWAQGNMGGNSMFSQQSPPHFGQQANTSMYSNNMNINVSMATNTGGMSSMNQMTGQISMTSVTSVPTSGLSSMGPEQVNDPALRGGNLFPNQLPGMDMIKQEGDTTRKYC
TRAIL sens C8 – sensitizes caspase-8 expressing cells to TRAIL; actives 1% (n = 360,000); NB7+C8 cells + TRAIL, ATPlite viability luminescence; inhibition (viability loss, TRAIL sensitization), % at 10 µM;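 active means compounds causing at least 50% loss of cell viability in the single-dose screen, relative to plate controls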
TLR9-MyD88 block – inhibitors of human TLR9-MyD88 binding; CHO BLA complementation TLR9-MyD88, CCF4 FRET ratio; inhibition, % at 4.98 µM; actives 0.21% (n = 340,000); AID 504734;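 active means inhibition above the mean over all tested compounds plus 3 SD, cut at about 21% in these data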;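 further: 0% = DMSO only wells and 100% = clavulanate BLA inhibitor control wells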
Vif inh – inhibitors of HIV Vif; HEK293T cells, Vif self-association by quenched fluorescence, imaging, 24 h; actives 0.35% (n = 340,000); inhibition, % at 7.49 µM; in the data active means inhibition above about 50%, passing the limit was not always enough; inconclusive means no clear call, values can overlap the other calls; inactive means below about 31%; further: some results filed as inactive read as strong as hits
NR5A2 inv ag – NR5A2 inverse agonism in reporter assay; HEK293T StAR-luciferase reporter, LRH-1 transfected, 24 h; actives 0.13% (n = 360,000); O00482; AID 602396; inhibition, % at 3.6 µM;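 active means inhibition above the mean inhibition of all tested compounds plus 3 SD, cut at about 73% in these data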;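 further: 0% = DMSO wells and 100% = reporter-only cells lacking LRH-1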
Active calls of the source: *; ? = inconclusive; / = no result given. A portion of the library (hit frequency here may not be typical).

SMILES	SRC3 inh	SRC1 inh	TROY signal inh	COUP-TFII inh	NOD2-RIPK2 inh	EBV LMP1 NFkB	SRC2 inh	TRAIL sens C8	TLR9-MyD88 block	Vif inh	NR5A2 inv ag
COc1ccc(C(O)C(CC(=O)NCCCOC(C)C)C(=O)NCCCOC(C)C)cc1OC (stereo not drawn)	19.2	-20.8	-8.5	3.6	5.6	-4.5	-6.1	-4.6	8.3	-2.4	11.0
Cc1ccc([N+](=O)[O-])c(OCCCN2C(=O)NC(C)(C)C2=O)c1	10.0	2.6	-34.6	14.7	-7.5	-1.0	19.4	-5.2	-6.9	7.3	12.3
CCCCCN(C(=O)CCC(=O)OCC(=O)NCCc1ccccc1)c1c(N)n(CCCC)c(=O)[nH]c1=O	12.8	20.1	-1.2	-7.7	-4.9	-4.1	-14.3	-8.4	7.4	-2.0	4.5
CCSc1nnc(NC(=O)C2Cc3ccccc3CN2C(=O)c2ccco2)s1 (stereo not drawn)	-22.5	-48.3	-7.4	17.4	0.3	1.5	-8.0	-10.3	-16.6	/	-0.8
CCCn1cc(SCC(=O)Nc2nnc(C)s2)c2ccccc21	-5.0	-26.9	-7.8	-7.2	7.8	22.6	-22.3	6.1	0.8	-3.1	-0.2
COc1cccc(/C=N/n2c(-c3n[nH]c4c3CCC4)n[nH]c2=S)c1OC	6.9	-15.9	-17.5	-19.0	12.6	7.1	7.3	0.1	-0.4	-4.6	22.4
CC(=O)Nc1cc(-c2cccc(C(=O)NCCN(C)C)c2)cn2c(-c3ccccc3)cnc12	-10.3	-8.9	-10.6	-7.5	-2.0	/	-2.0	-5.2	/	-1.4	-24.8
COCCN(Cc1cc2ccccc2[nH]c1=O)C(=O)c1ccccc1OC	-8.3	-12.0	11.3	9.4	-2.3	-3.4	0.5	1.3	-2.4	8.2	14.1
O=C(COC(=O)/C=C/c1cccc([N+](=O)[O-])c1)Nc1ccc(Cl)cn1	8.8	-11.4	2.6	-11.5	-7.5	-8.5	4.1	9.9	0.0	11.1	2.1
Cc1cc(OCC(=O)NCc2cccnc2)ccc1[N+](=O)[O-]	9.0	3.0	-6.5	6.4	-7.6	5.4	-20.8	10.3	-0.7	-2.3	4.6
C[C@H](NC(=O)c1ncn(C)c1C(=O)N[C@@H](C)c1ccccc1)c1ccccc1	-0.9	-24.9	2.6	9.4	5.8	3.4	-12.3	-0.2	-8.0	2.7	-5.3
COc1ccccc1C(=O)Nc1nc(-c2ccc(S(=O)(=O)N3CCOCC3)cc2)cs1	88.5*	85.2*	64.7*	71.6*	3.9	29.1	74.5*	75.5*	3.6	-10.4	81.7*
CCCNS(=O)(=O)c1ccc(CCC(=O)N2CCN(c3ccc(F)cc3)CC2)cc1	21.3	9.4	-8.6	13.8	-5.5	9.6	16.4	5.0	2.3	-8.6	11.4
O=C(CCN1CCC2CCC(C2)C1)c1ccccc1 (stereo not drawn)	5.9	-38.2	-13.5	-17.4	-0.4	-5.4	16.0	-11.3	1.0	11.1	-4.0
COc1ccc(-c2nn(-c3ccccc3)cc2C(=O)N2c3ccc(C)cc3C3CN(C)CCC32)cc1 (stereo not drawn)	10.5	-7.5	-4.5	6.9	2.0	-4.3	7.5	-3.5	-20.2	5.2	17.3
CCCc1cc(=O)oc2cc(C)c3c(C)coc3c12	-5.9	-6.1	-18.4	3.9	5.2	-9.4	3.6	4.5	-1.3	-0.6	34.2
Cc1cc2ccccc2n1CCNC(=O)c1ccc(S(=O)(=O)N2CCOCC2)cc1	-36.6	-6.7	6.7	3.1	-9.7	-14.2	26.3	-1.2	-36.4	2.0	-0.8
COc1cc(/C=C(\C#N)C(=O)NCc2ccccc2)ccc1OCc1ccc(C(=O)O)cc1	-19.4	-19.1	-3.0	-28.0	-2.9	4.4	8.5	11.8	-4.8	-2.1	-15.9
Cc1ccc(S(=O)(=O)Oc2cccc(/C=N/Nc3ccc(C(=O)O)cc3)c2)cc1	-25.0	-26.9	-21.8	-11.1	0.1	-5.5	-13.6	-2.4	-15.9	5.1	-47.9
COc1cc(S(=O)(=O)Nc2ncccc2C)c(OC)cc1Cl	0.2	-5.3	-8.9	5.3	-9.5	-3.3	-3.0	12.2	8.5	1.5	0.4
CC(=O)Nc1ccc(S(=O)(=O)Nc2cccc(-c3cn4cccnc4n3)c2)cc1	7.4	6.8	-5.1	12.6	1.2	4.0	-26.1	-0.1	-2.4	4.3	1.1
N#CCCN1CCN(S(=O)(=O)c2ccc3c(c2)OCCCO3)CC1	-3.6	-9.0	-15.3	7.7	-17.0	5.8	5.0	1.1	-4.5	-42.3	11.3
O=C(N1CCCCC1)N1CCN(S(=O)(=O)c2ccccc2)CC1	7.7	-18.4	5.7	-0.7	-11.2	-10.3	-0.8	7.4	8.9	-17.1	-13.6
CCOc1ccc(-n2ccnc(SCC(=O)Nc3cccc(OC)c3)c2=O)cc1	4.6	-13.9	-23.1	15.0	-3.3	5.4	10.3	10.4	-2.0	-8.8	0.1
Cc1ccc(SCCC(=O)OC(C)C(=O)Nc2ccccc2)cc1 (stereo not drawn)	24.9	7.6	-13.5	-2.8	-9.9	9.0	0.7	-5.6	-3.0	5.7	23.4
CCOc1ccc(NC(=O)C2CCCCN2S(=O)(=O)c2ccccc2)cc1 (stereo not drawn)	11.6	-11.2	4.1	6.0	-3.0	31.3	-2.1	-3.4	-3.9	13.1	-7.7
Cc1cc(C)n2c(nc3ccccc32)c1C(=O)NCc1ccccc1	6.4	7.2	-8.2	-8.1	-5.6	-6.7	-5.6	-10.8	-3.3	-2.4	13.9
CC(NS(=O)(=O)c1ccccc1)C1COc2ccccc2O1 (stereo not drawn)	7.2	1.7	8.3	-6.0	-8.4	-15.3	4.8	7.9	-16.5	-2.8	4.8
O=C(c1ccco1)N1CCN(c2nc3ccccc3n3nnnc23)CC1	-20.9	-24.2	-12.2	-16.5	-7.9	4.5	-22.5	-21.5	7.5	/	-67.8
Cc1cc(C)cc(N(CCC#N)C(=O)COC(=O)C2=COCCO2)c1	-4.1	-6.4	-18.6	13.9	1.6	-4.6	13.9	22.2	2.9	/	6.0
CSc1nc(N)nc2c1ncn2CC(=O)N[C@H](CO)Cc1c[nH]c2ccccc12	4.7	-7.1	-10.4	5.0	-10.6	17.6	-0.7	-11.0	-3.4	0.3	6.9
Cc1cc(N2CCOCC2)nc(SCC(=O)c2ccc(Cl)cc2)n1	-4.8	2.7	/	2.2	-15.8	6.0	-2.8	-9.6	1.0	-11.2	6.0
CN(Cc1ccccc1)C(=O)c1csc([C@@H]2O[C@H](CO)[C@@H](O)[C@H]2O)n1	-9.1	-22.0	-2.5	-4.1	-7.5	/	-2.0	-5.8	/	3.7	10.8
C=CCn1cnc2c(c1=O)c1nc3ccccc3nc1n2/N=C/c1ccccn1	13.9	5.3	-24.5	-9.2	-4.5	-2.8	-16.2	-9.6	-3.2	-1.6	-1.2
Cc1ccc(S(=O)(=O)N2CCC(C(=O)NCc3ccccc3CN3CCCC3)CC2)cc1C	6.6	-5.3	-4.7	4.0	4.9	-10.0	-19.8	32.9	-5.2	/	-10.6
CC(OC(=O)c1cc2c(s1)CCCCC2)C(=O)NC(N)=O (stereo not drawn)	-9.4	-36.4	-24.7	-13.1	2.7	-11.0	-18.9	2.8	-0.8	23.9	-2.4
Cc1nn2cc(-c3ncc(C(F)(F)F)cc3Cl)cnc2c1Br	-89.9	-84.5	56.0*	-55.4	-13.2	-5.2	-59.7	12.2	/	4.9	-87.7
CCOC(=O)c1csc(NC(=O)CC2CCCC2)n1	-20.5	-13.1	-19.8	-1.6	-1.9	-8.3	-48.6	-1.6	10.7	-1.5	-29.1
Cn1c(=O)c2c(nc(OCc3cccnc3)n2Cc2ccccc2)n(C)c1=O	1.1	-17.0	-7.5	-3.3	-2.4	-2.7	-12.3	0.7	-6.1	-8.7	-21.8
O=C(Cn1ccc([N+](=O)[O-])n1)NCc1ccco1	4.2	3.4	-3.3	4.2	4.8	-7.0	-3.1	-5.4	7.8	?	-20.2

For reference, some entries already given:
SMILES	SRC3 inh	SRC1 inh	TROY signal inh	COUP-TFII inh	NOD2-RIPK2 inh	EBV LMP1 NFkB	SRC2 inh	TRAIL sens C8	TLR9-MyD88 block	Vif inh	NR5A2 inv ag
Cn1c(=O)c2c(nc(OCc3cccnc3)n2Cc2ccccc2)n(C)c1=O	1.1	-17.0	-7.5	-3.3	-2.4	-2.7	-12.3	0.7	-6.1	-8.7	-21.8
O=C(Cn1ccc([N+](=O)[O-])n1)NCc1ccco1	4.2	3.4	-3.3	4.2	4.8	-7.0	-3.1	-5.4	7.8	?	-20.2

Next records
SMILES	SRC3 inh	SRC1 inh	TROY signal inh	COUP-TFII inh	NOD2-RIPK2 inh	EBV LMP1 NFkB	SRC2 inh	TRAIL sens C8	TLR9-MyD88 block	Vif inh	NR5A2 inv ag
NC(=O)c1cc(S(=O)(=O)N2CCCCC2)cs1	8.8	-10.1	-9.2	-11.7	1.8	-3.3	-3.1	-11.6	3.4	6.9	-24.3
COc1cc(NC(=O)n2ncc3cc(Cl)ccc32)cc(OC)c1	-32.0	-40.5	19.1	3.7	13.3	-20.8	20.6	9.3	-1.6	-15.2	-41.0
O=C(O)C1=C[C@H](c2ccccc2)C[C@H](OCCCCO)O1	-22.6	-2.3	-15.7	6.8	-10.4	5.3	11.6	-17.8	-1.4	-7.8	-1.2
CC1CCCCC1NC(=O)c1ccc(S(=O)(=O)NCc2ccco2)cc1 (stereo not drawn)	2.6	14.6	13.9	-8.3	-6.5	-2.3	-3.0	0.2	0.0	7.2	2.7
Cc1cc(C)c2c3c(sc2n1)C(c1cccc(F)c1)C(C#N)=C(N)O3 (stereo not drawn)	9.2	1.9	-7.8	6.1	-6.5	-1.6	-11.9	7.7	3.3	0.5	-14.3
CCN1CCN(C(=O)c2ccc(Sc3ccccc3Cl)c([N+](=O)[O-])c2)CC1	15.1	-20.8	20.5	-0.8	4.1	9.6	-20.6	-6.6	-0.4	0.0	16.9
CCOC(=O)C1CCN(C(=O)COC(=O)c2ccc3c(c2)C(=O)N(c2ccc(OCC)cc2)C3=O)CC1	23.5	-4.3	34.8	4.0	-13.2	7.0	14.4	1.8	8.7	-3.4	4.1
CC1CCN(CCCNC(=O)c2nn(C)c3c2CS(=O)(=O)c2ccccc2-3)CC1	9.8	-21.2	-6.4	3.8	-1.3	-12.2	1.8	-18.9	0.8	5.7	-7.4
O=C(O)CCCN=C1CCCc2ccccc2N1	14.7	-8.7	3.7	-19.7	-2.5	2.5	4.9	-15.4	-9.7	-7.0	-7.4
O=C(NCc1ccccc1Cl)c1ccncc1	21.3	6.5	-6.0	-14.1	1.8	15.4	13.2	-3.0	1.6	-1.6	14.8
CC1CCCCN1C(=S)Nc1ccc(S(=O)(=O)N2CCCCC2)cc1 (stereo not drawn)	-5.9	-6.0	-17.8	14.8	-9.1	-0.7	14.2	-14.1	-2.8	-2.8	11.8
O=C(Nc1cccc(Cl)c1)Nc1nnc([C@@H]2C[C@H](O)[C@@H](CO)O2)s1	-19.5	-23.9	-22.9	3.3	4.9	/	14.5	-2.3	/	-0.6	-45.2
O=C(Nc1ccon1)c1cc2ccccc2oc1=O	0.4	-1.9	-40.8	-7.8	-0.2	7.5	-68.1	7.6	-4.5	5.7	-2.4
